Screening data: PubChem, The Scripps Research Institute Molecular Screening Center
ADAM17 inh = inhibitors of human ADAM17; recombinant ADAM17, EDANS/DABCYL FRET peptide cleavage; hit rate 0.83% among 370,000; P78536; inhibition, % at 6.95 µM;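 active means inhibition above the mean of compounds lying between control limits plus 3 SD, set per campaign, cut at about 8.5% in these data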;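 further: 0% = DMSO-only wells as the low control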
PLCg1 inh = inhibitors of human phospholipase C gamma1; inhibition, % at 12.2 µM; hit rate 0.84% among 370,000; purified PLC-gamma1, fluorogenic substrate, fluorescence; P19174; in the data active means inhibition above about 9.5%
proKLK7 act = activates the human kallikrein-7 zymogen; P49862; purified proKLK7, EDANS-DABCYL substrate fluorescence; 100% is mature enzyme control, 0% vehicle; activation, % at 7 µM; AID 652039; hit rate 0.9% among 370,000;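 active means activation above the mean of all tested compounds plus 3 SD, computed per campaign excluding outliers beyond control limits, cut at about 13% in these data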
DDE Tn6 FP inh = disrupts Tn6 cyclic peptide binding to fibrin D-Dimer-E complex. Fibrin DD(E) TRITC-Tn6 fluorescence polarization displacement. hit rate 0.21% among 370,000. inhibition, % at 8.3 µM;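 active means inhibition above a per-campaign cutoff: mean of compounds within control limits plus 3 SD, cut at about 15% in these data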;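 further: 0% = median of all compound wells on the plate and 100% = blocking peptide control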
ASAP1 inh = blocks human ASAP1-stimulated Arf1 GTP hydrolysis; Q9ULH1; GDP FP detection; inhibition, % at 16.5 µM; hit rate 0.19% among 360,000; in the data active means inhibition above about 25%;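 further: 0% = vehicle with enzyme and substrate and 100% = no enzyme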
Target sequence (Q9ULH1 325-724 limits assumed): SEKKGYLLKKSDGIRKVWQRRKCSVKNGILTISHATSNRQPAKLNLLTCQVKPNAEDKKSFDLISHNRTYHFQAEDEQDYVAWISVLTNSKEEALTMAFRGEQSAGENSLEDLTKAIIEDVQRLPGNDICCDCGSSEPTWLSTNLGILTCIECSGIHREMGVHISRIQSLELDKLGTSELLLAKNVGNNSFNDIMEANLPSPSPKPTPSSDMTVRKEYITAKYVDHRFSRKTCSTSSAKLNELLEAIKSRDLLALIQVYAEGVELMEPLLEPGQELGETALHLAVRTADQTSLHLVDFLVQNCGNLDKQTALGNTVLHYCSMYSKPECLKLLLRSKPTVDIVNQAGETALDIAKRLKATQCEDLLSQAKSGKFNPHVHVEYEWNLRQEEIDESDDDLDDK
LEDGF integ inh = blocks HIV-1 LEDGF/p75-dependent DNA integration; inhibition, % at 3.7 µM; TR-FRET IN-LEDGF/p75 DNA integration, Eu/Cy5; hit rate 0.64% among 370,000;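 active means inhibition above the screen-wide mean plus 3 SD, cut at about 13% in these data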;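 further: signal is the Cy5 over europium emission ratio at 671 and 618 nm; 0% = plate median of compound wells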
Tn7 DDE FP = DD(E)-Tn7 binding inhibition, primary FP screen; inhibition, % at 8.3 µM; FP displacement of FITC-Tn7 peptide from fibrin DD(E); 0% = median of compound wells per plate; P02675; hit rate 0.13% among 370,000;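 active means inhibition above the mean of compounds falling within the control limits plus 3 SD of them, cut at about 14% in these data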;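 further: 0% = plate median of compound wells and 100% = 10 µM Aha-Tn7 peptide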
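System: human fibrin DD(E); quantity: Fibrin-DD(E) at 2 µM final; also added: fluorescent Tn7 probe at 0.1 µM; compound dosing: single nominal test concentration of 8.3 µM per compound; schedule: 10 min preincubation, 3 h with tracer, room temperature; detection: fluorescence polarization of the labelled Tn7 tracer; repeats: one replicate per compound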
TDP2 inh = blocks human TDP2 phosphodiesterase activity; hit rate 0.34% among 370,000; recombinant TDP2, T5PNP hydrolysis, p-nitrophenol absorbance 415 nm; O95551; inhibition, % at 12.8 µM; AID 720702;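 active means inhibition above the mean of all tested compounds plus 3 SD, set per campaign, cut at about 25% in these data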;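 further: 0% = DMSO with enzyme and 100% = buffer with substrate but no TDP2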
Target sequence (O95551 whole entry, looked up): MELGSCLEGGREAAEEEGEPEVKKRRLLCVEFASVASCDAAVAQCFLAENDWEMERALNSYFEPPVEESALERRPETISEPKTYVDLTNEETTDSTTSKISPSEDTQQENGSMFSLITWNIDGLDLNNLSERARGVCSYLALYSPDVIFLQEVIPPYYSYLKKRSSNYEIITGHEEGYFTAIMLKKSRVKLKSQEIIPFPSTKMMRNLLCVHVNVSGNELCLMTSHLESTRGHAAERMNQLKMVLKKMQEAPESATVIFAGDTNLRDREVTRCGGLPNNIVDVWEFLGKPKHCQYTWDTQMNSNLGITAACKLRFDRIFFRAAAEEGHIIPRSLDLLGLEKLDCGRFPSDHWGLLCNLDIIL
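Test system: Human TDP2 enzyme | Reagent: 5 mM T5PNP | Compound dosing: 12.8 µM single point, 1% DMSO | Incubation: Enzyme reaction with compound for 2 h at 37 °C | Technique: p-Nitrophenol epi absorbance | Read-out: % inhibition relative to enzyme-containing and enzyme-free wells | Benchmarks: High control without enzyme, low control DMSO plus TDP2 | Replicates: Singlicate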
ADAM10 inh = ADAM10 inhibition, QFRET primary screen | inhibition, % at 7 µM | recombinant ADAM10, EDANS/DABCYL FRET peptide cleavage, 3 h | hit rate 0.62% among 370,000 | O14672;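 active means inhibition above a per-campaign cutoff equal to the mean of compounds falling between control-based bounds plus 3 SD, cut at about 20% in these data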;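 further: 0% = DMSO wells while the 100% control is not disclosed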
ARFGAP1 inhibitor = inhibitors of rat ARFGAP1. Q62848. Arfgap1-stimulated ARF1 GTP hydrolysis, GDP FP detection. inhibition, % at 16.5 µM. hit rate 0.26% among 360,000;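 active means inhibition above a per-plate limit, mean inhibition of low control wells plus 3 SD, cut at about 25% in these data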;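 further: 0% = DMSO wells with enzyme and 100% = wells lacking Arfgap1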
Target sequence (Q62848 1-136 limits assumed): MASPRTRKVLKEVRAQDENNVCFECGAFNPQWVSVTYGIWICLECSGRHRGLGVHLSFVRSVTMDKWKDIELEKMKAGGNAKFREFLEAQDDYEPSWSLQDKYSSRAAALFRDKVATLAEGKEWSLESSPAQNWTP
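material = rat Arfgap1 catalytic domain, aa 1-136 | also added = human ARF1(Δ1-17)-GTP substrate | compound dosing = one concentration, 16.5 µM, DMSO 1.26% | times = GTP hydrolysis reaction 2 h at 25 °C | measured by = FP, GDP Alexa 633 tracer displaced from anti-GDP antibody, 620/688 nm | evaluation = percent inhibition of Arfgap1-stimulated GTP hydrolysis | replication = single well per compound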
An asterisk follows results filed as active; i = inactive; x = not tested or not shown.

| # | SMILES | ADAM17 inh | PLCg1 inh | proKLK7 act | DDE Tn6 FP inh | ASAP1 inh | LEDGF integ inh | Tn7 DDE FP | TDP2 inh | ADAM10 inh | ARFGAP1 inhibitor |
| --- | --- | --- | --- | --- | --- | --- | --- | --- | --- | --- | --- |
| 1 | CCOc1ccc2nc(NC(=O)C3CCN(C(=O)c4ccco4)CC3)sc2c1 | 1 | 1 | 0.2 | 1 | 3 | -2 | 12 | 6 | 12 | 8 |
| 2 | Cc1nc(SC(C)C(=O)Nc2cccc(C(F)(F)F)c2)c2c(C)c(C(=O)O)sc2n1 (configuration not stated) | 0 | 1 | 0.3 | -7 | 6 | 7 | 7 | -14 | 5 | -5 |
| 3 | Cc1nc2ccc(NC(=O)c3ccc(F)cc3Cl)cc2c(=O)[nH]1 | -11 | -8 | 0.2 | -3 | x | -2 | -1 | 1 | -48 | x |
| 4 | O=C(NN1C(=O)c2ccccc2NC1c1ccccn1)c1ccc([N+](=O)[O-])cc1 (configuration not stated) | -1 | 5 | -0.5 | -13 | 1 | -3 | 2 | -16 | -6 | 2 |
| 5 | O=C(Cc1c(Cl)cccc1Cl)Nc1cccc(S(=O)(=O)N2CCOCC2)c1 | -4 | 2 | 0.3 | -1 | -5 | 1 | -1 | -1 | 6 | -1 |
| 6 | O=C(NCc1ccc(F)cc1)N[C@@H](Cc1ccccc1)C(=O)O | -3 | 1 | -0.2 | -6 | 5 | 1 | 4 | -6 | 7 | 6 |
| 7 | COc1ccc(C2Sc3nncn3N2Cc2ccc(C#N)cc2)cc1 (configuration not stated) | 3 | 4 | 0.0 | 1 | 12 | 0 | 2 | 1 | 3 | 10 |
| 8 | Cc1ccc(Cl)cc1N=C(N)N=C(N)N | -2 | 0 | 0.3 | -3 | -6 | 2 | 1 | 3 | 7 | -5 |
| 9 | Oc1cccc(NC(=S)Nc2ccc(SC(F)F)cc2)c1 | -6 | -1 | -0.9 | -10 | 8 | -3 | 1 | -2 | 4 | 3 |
| 10 | COC(=O)[C@H](Cc1ccccc1)NC(=O)N(C)Cc1ccccc1 | -7 | -2 | 0.5 | -2 | 0 | -3 | -1 | 9 | -1 | -11 |
| 11 | CC1(c2ccc(Cl)cc2)NC(=O)N(CC(=O)Nc2cccnc2Cl)C1=O (configuration not stated) | -4 | -3 | 0.1 | 4 | -3 | 1 | 7 | 8 | -9 | -7 |
| 12 | COC(=O)C1CCN(CC(=O)Nc2ccc(OC)c(Cl)c2)CC1 | 0 | 2 | -0.1 | 0 | 1 | 4 | -6 | -14 | 1 | 13 |
| 13 | Cc1ccc(Cn2cc(CN3CC(N4CCCCC4)CS3(=O)=O)nn2)cc1 (configuration not stated) | -1 | 3 | -0.6 | 8 | 1 | 4 | 10 | 6 | 3 | -15 |
| 14 | COc1ccc(-n2nc(C(=O)NCC(=O)Nc3cc(Cl)c(OC)cc3OC)c3ccccc3c2=O)cc1 | -5 | -1 | -0.2 | -2 | 4 | -4 | 5 | 5 | 1 | -8 |
| 15 | CCc1ccc(OCC(=O)NNC(=O)Cc2cccs2)cc1 | -3 | -6 | 0.6 | -4 | 4 | 1 | 10 | 5 | 2 | -2 |
| 16 | COc1ccccc1-c1oc2ccccc2c1C#CC(C)(C)O | -60 | -48 | -2.3 | 3 | 1 | 1 | -3 | -4 | -231 | 7 |
| 17 | CCN(C(=O)COC(=O)Cc1c(F)cccc1Cl)c1c(N)n(Cc2ccccc2)c(=O)[nH]c1=O | -1 | -5 | 0.3 | 8 | -3 | 1 | -8 | 1 | -2 | -11 |
| 18 | CC(C)c1cc(NCCCN2CCOCC2)n2c(nc3ccccc32)c1C#N | -179 | -310 | 6.7 | 2 | -18 | 0 | 0 | 1 | i | 10 |
| 19 | Cc1cccc(N2CCN(C(=O)C(C)n3nc(C)n4c(cc5occc54)c3=O)CC2)c1C (configuration not stated) | -4 | -2 | 0.2 | -8 | 12 | 3 | 7 | -1 | 1 | -4 |
| 20 | CC(C)(C)C(=O)Nc1ccccc1N1CCN(c2ccc(F)cc2)CC1 | 0 | 1 | -0.3 | 5 | -22 | 1 | -4 | 4 | 1 | -5 |
| 21 | Cc1ccc(-c2cc(C#N)c(=O)n(Cc3c(Cl)cccc3Cl)c2)cc1 | -15 | -7 | -1.1 | 1 | -5 | -1 | 4 | 2 | -35 | 8 |
| 22 | O=C(Nc1nnc(C23CC4CC(CC(C4)C2)C3)s1)c1ccc(N2C(=O)CCC2=O)cc1 | 0 | -1 | -0.1 | 4 | 1 | 4 | -8 | -11 | 7 | -7 |
| 23 | Cc1cc(C)c(NS(=O)(=O)c2ccc3c(c2)oc(=O)n3C)c(C)c1 | -1 | 0 | -0.5 | 5 | -11 | -1 | 3 | -1 | -5 | 0 |
| 24 | O=S(=O)(NCc1c(Cl)cccc1Oc1ccccc1)c1ccccc1 | 1 | 2 | -0.1 | -2 | -5 | -1 | -2 | -1 | 5 | 4 |
| 25 | Cn1c(CC(=O)NNC(=O)c2ccccc2[N+](=O)[O-])nc2ccccc21 | 4 | 5 | 0.2 | 0 | -13 | 0 | -7 | -9 | 10 | -14 |
| 26 | CC1Cc2ccccc2N1C(=O)c1cc2sccc2n1Cc1ccc(F)cc1 (configuration not stated) | -1 | -17 | -5.4 | -2 | 8 | -1 | -3 | 0 | -1 | 1 |
| 27 | COc1ccccc1N1CCN(C(=O)Cc2ccc(Cl)cc2)CC1 | -1 | -2 | -0.4 | 2 | -9 | -7 | -2 | -12 | -5 | -4 |
| 28 | CC1CCCC(NC(=O)CN2C(=O)NC(C)(c3ccccc3)C2=O)C1C (configuration not stated) | -1 | -1 | 0.5 | 6 | 7 | 4 | -3 | 1 | -3 | -1 |
| 29 | O=C(NCC(c1ccco1)N1CCc2ccccc2C1)c1cccc([N+](=O)[O-])c1 (configuration not stated) | -2 | -2 | 0.1 | 1 | 8 | 2 | -1 | 5 | -4 | -1 |
| 30 | CC1=NNC(=O)C1CCC(=O)N/N=C\c1cccc(Cl)c1 (configuration not stated) | 0 | -3 | 0.3 | 7 | -7 | 0 | 3 | 6 | -2 | 9 |
| 31 | O=C(c1ccccc1)N1CCN(c2cc(Cl)nc3cc(-c4cccc(Cl)c4)nn23)CC1 | -2 | -3 | 0.0 | -11 | 9 | 4 | -7 | -4 | -2 | 10 |
| 32 | Cc1ccc(NC(=O)CCNC(=O)c2ccc(Br)cc2)cc1S(=O)(=O)N1CCOCC1 | -2 | 3 | -0.5 | -4 | 1 | -2 | 2 | -4 | -1 | 1 |
| 33 | CSc1nc(NC(C)(C)C)nc(Oc2ccc(=O)[nH]n2)n1 | 2 | -1 | 0.4 | 11 | -1 | 1 | 8 | 1 | 10 | 2 |
| 34 | Cc1cc(Cl)ccc1Nc1ncccc1C(N)=O | 4 | 3 | -0.3 | -3 | 4 | 0 | -5 | 4 | 6 | -12 |
| 35 | Cc1ccc(-c2c(=O)n(O)c3ccccc3[n+]2[O-])cc1 | -31 | -144 | 1.7 | 2 | -3 | -3 | -3 | -6 | -76 | 6 |
| 36 | CCOC(=O)N1CCC(N(CCN(C)C)C(=S)Nc2cc(C)cc(C)c2)CC1 | -5 | 1 | 0.1 | 3 | 10 | 0 | 9 | 6 | -3 | 17 |
| 37 | COC(=O)c1ccc(OCC(O)CN2CCC(C)CC2)cc1 (configuration not stated) | -4 | -1 | -0.1 | 3 | 2 | -2 | 0 | 15 | -10 | -5 |
| 38 | Cc1cc(C)nc(NS(=O)(=O)c2ccc(NC(=O)C3CC(=O)N(c4ccccc4)C3)cc2)n1 (configuration not stated) | -2 | 4 | -0.2 | 0 | -7 | -2 | 1 | 6 | -3 | 11 |
| 39 | Cc1ccc(OCc2cc(C(=O)NC3CCOC3)no2)cc1C (configuration not stated) | -3 | -2 | 0.8 | 0 | -3 | -2 | 3 | -5 | -8 | -9 |
| 40 | O=C(Nc1cccnc1)c1c(F)cccc1F | -3 | -1 | 0.5 | -3 | 6 | 3 | -3 | 11 | 0 | -7 |
| 41 | Cc1nn(Cc2ccc(F)cc2)c(Cl)c1/C=N/NC(=O)c1ccccc1 | -2 | 1 | -0.5 | 1 | 8 | 0 | -1 | 8 | 3 | -3 |
| 42 | O=C(c1ccco1)[C@@H]1[C@@H]2C(=O)N(c3ccc(F)cc3)C(=O)[C@@H]2[C@H]2C=Cc3ccccc3N21 | 0 | -36 | -0.7 | 3 | 0 | 3 | -5 | 6 | -10 | -5 |
| 43 | O=C(O)C1C2C=CC(C2)C1C(=O)NCCc1cccc(Cl)c1 (configuration not stated) | -6 | -2 | -0.4 | -3 | 6 | 1 | -2 | 3 | -3 | 3 |
| 44 | COc1ccc(C(=O)N2CCCC(c3cc(C(=O)NCc4ccc(F)cc4)no3)C2)cc1 (configuration not stated) | 8.8* | 9.7* | 0.3 | -2 | 7 | 1 | -5 | -17 | 6 | 1 |

Another view of part of the listing above:
#36 CCOC(=O)N1CCC(N(CCN(C)C)C(=S)Nc2cc(C)cc(C)c2)CC1
#37 COC(=O)c1ccc(OCC(O)CN2CCC(C)CC2)cc1 (configuration not stated)
#38 Cc1cc(C)nc(NS(=O)(=O)c2ccc(NC(=O)C3CC(=O)N(c4ccccc4)C3)cc2)n1 (configuration not stated)
#39 Cc1ccc(OCc2cc(C(=O)NC3CCOC3)no2)cc1C (configuration not stated)
#40 O=C(Nc1cccnc1)c1c(F)cccc1F
#41 Cc1nn(Cc2ccc(F)cc2)c(Cl)c1/C=N/NC(=O)c1ccccc1
#42 O=C(c1ccco1)[C@@H]1[C@@H]2C(=O)N(c3ccc(F)cc3)C(=O)[C@@H]2[C@H]2C=Cc3ccccc3N21
#43 O=C(O)C1C2C=CC(C2)C1C(=O)NCCc1cccc(Cl)c1 (configuration not stated)

| Assay by compound | 36 | 37 | 38 | 39 | 40 | 41 | 42 | 43 |
| --- | --- | --- | --- | --- | --- | --- | --- | --- |
| ADAM17 inh | -5 | -4 | -2 | -3 | -3 | -2 | 0 | -6 |
| PLCg1 inh | 1 | -1 | 4 | -2 | -1 | 1 | -36 | -2 |
| proKLK7 act | 0.1 | -0.1 | -0.2 | 0.8 | 0.5 | -0.5 | -0.7 | -0.4 |
| DDE Tn6 FP inh | 3 | 3 | 0 | 0 | -3 | 1 | 3 | -3 |
| ASAP1 inh | 10 | 2 | -7 | -3 | 6 | 8 | 0 | 6 |
| LEDGF integ inh | 0 | -2 | -2 | -2 | 3 | 0 | 3 | 1 |
| Tn7 DDE FP | 9 | 0 | 1 | 3 | -3 | -1 | -5 | -2 |
| TDP2 inh | 6 | 15 | 6 | -5 | 11 | 8 | 6 | 3 |
| ADAM10 inh | -3 | -10 | -3 | -8 | 0 | 3 | -10 | -3 |
| ARFGAP1 inhibitor | 17 | -5 | 11 | -9 | -7 | -3 | -5 | 3 |
